# Bioassay records deposited in PubChem BioAssay by Fisher Drug Discovery Resource Center.
# mcGAS RapidFire: inhibitors of Mus musculus cyclic GMP-AMP synthase, initial high-throughput assay, cell-free, RapidFire MS; Q8C6L5; recombinant mouse cGAS, cGAMP by RapidFire MS; inhibition, % at 12.5 µM; actives 0.18% (n = 130,000);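 active = inhibition of cGAS enzyme activity at or above 60%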;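 also: enzyme stimulated by 45 bp dsDNA with ATP and GTP substrates; cGAMP share of summed cGAMP plus half ATP and half GTP signals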
# Target sequence (Q8C6L5 whole entry, looked up): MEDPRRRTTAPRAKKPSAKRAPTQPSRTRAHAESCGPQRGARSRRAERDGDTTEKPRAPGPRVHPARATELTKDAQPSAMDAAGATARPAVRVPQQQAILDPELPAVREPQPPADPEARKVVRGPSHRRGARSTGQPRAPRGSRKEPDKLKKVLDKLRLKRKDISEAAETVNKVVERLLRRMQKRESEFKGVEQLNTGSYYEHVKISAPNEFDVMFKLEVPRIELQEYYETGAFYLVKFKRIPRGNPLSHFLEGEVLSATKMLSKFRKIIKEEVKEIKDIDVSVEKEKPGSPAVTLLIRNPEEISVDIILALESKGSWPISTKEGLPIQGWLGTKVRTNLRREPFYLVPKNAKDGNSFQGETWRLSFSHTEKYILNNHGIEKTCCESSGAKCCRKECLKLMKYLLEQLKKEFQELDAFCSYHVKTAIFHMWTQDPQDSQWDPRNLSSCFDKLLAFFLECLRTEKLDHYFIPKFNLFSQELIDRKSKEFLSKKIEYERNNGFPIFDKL
# * hit, by the source's call; & = joins results of further samples.
SMILES	mcGAS RapidFire
Cc1ccnn1-c1cccc(NC(=O)NCCN2CCOCC2)c1	-52.0
Cc1ccc(C(=O)N2CCCC(Nc3ccc(F)cc3)C2)c(=O)[nH]1 (stereo unspecified)	-15.0
CC(=O)N1N=C(c2ccccc2)OC1C(=O)N[C@@H]1CCSC1=O (stereo partly specified)	-12.2
CC1c2ccsc2CCN1Cc1nnc(-c2ccccc2Cl)o1 (stereo unspecified)	-10.1
O=C(Nc1cccc(-n2cccn2)c1)C1CCCN1C(=O)Cn1cccn1 (stereo unspecified)	-2.0
COCC(C)(O)C(=O)N1CC(C)OC(C)C1 (stereo unspecified)	-1.4
CC=CC(=O)OCC(=O)Nc1sc2c(c1C(N)=O)CCCC2	-5.5
O=C(Cc1cccc2ccccc12)Nn1cnc2c(cnn2-c2ccccc2)c1=O	-5.7

# The list continues.
SMILES	mcGAS RapidFire
CCC(Oc1ccccc1)C(=O)N1CCC(c2ccccc2OC)CC1 (stereo unspecified)	-5.0
CCC(C)NC(=O)CN1CCN(C(=O)Nc2cccc(C)c2C#N)CC1 (stereo unspecified)	4.5
O=C(OCc1cc(-c2ccc(F)cc2)on1)C1CC1	0.9
CCCN(Cc1cccnc1)C(=O)c1cccc(C(=O)OC)c1	0.6
NC1=NC(=O)C2(COC(c3cc(Br)c(Br)o3)OC2)S1 (stereo unspecified)	1.4
CC1(C(=O)NS(=O)(=O)c2ccc(F)cc2F)CCN1C(=O)c1cccc2ccccc12 (stereo unspecified)	-14.5
COc1cc(C)c(S(=O)(=O)Nc2cccc(F)c2C(=O)O)cc1OC	-11.8
Cc1ccc(C(C(=O)NCc2ccc(S(N)(=O)=O)cc2)N(C)C)cc1 (stereo unspecified)	-10.0

# (list continues)
SMILES	mcGAS RapidFire
Cc1cc(C(=O)Nc2c(C)cccc2OC(F)F)c(C)s1	-3.1&3.0
CCc1nnc(NC(=O)c2ccc(F)cc2Cl)s1	-3.9
Cc1ccc(/C=N\Nc2ncnc3nc[nH]c23)cc1	-4.1
CCn1c(C2CCCN(c3cnc4ccc(Cl)cc4n3)C2)n[nH]c1=O (stereo unspecified)	-9.4
Cc1ccc(S(=O)(=O)C2(C(=O)Nc3ncc(C)s3)CCC2)cc1	5.6
Cc1cccc(C)c1-n1nnnc1SCC(O)CN1CCC(C)CC1 (stereo unspecified)	-6.6
COc1ccccc1CNc1nc(Oc2cncc(Cl)c2)c2sccc2n1	5.3
COc1cc(CN(C)Cc2ccc(Cl)cc2)ccc1O	-4.9

# (list continues)
SMILES	mcGAS RapidFire
O=C(CN1CCN(c2ccccc2)CC1)Nc1scc2c1c(=O)oc1ccccc12	-5.2
COc1ccc(C2CCCN2C(=O)Cc2c(C)n[nH]c2C)c(OC)c1 (stereo unspecified)	-2.4
Cc1cc(C)n(C2(c3ccccc3)CC(C)C(=O)O2)n1 (stereo unspecified)	-6.2
Cc1nc(NCc2ccc(F)cc2)nc(N(C)C)n1	-5.6
CCc1cnc2c(c1NCCC1=CCCCC1)c(=O)n(C)c(=O)n2C	-5.1
CCC(O)c1nc2ccccc2n1CCCOc1ccc(C)c(C)c1 (stereo unspecified)	-3.4
Cn1nnc2c1CCN(C(=O)CCCCc1ccc(Br)cc1)C2	1.1
O=S(=O)(c1ccc(SCc2nc3ccccc3o2)nc1)N1CCOCC1	9.2

# Additional records follow.
SMILES	mcGAS RapidFire
COc1coc(C(=O)Nc2nccs2)cc1=O	-4.2
CCOC(=O)C1CCN(C(=O)Nc2ccc(Cl)cc2C)CC1	-29.7
O=C(COC(=O)C=Cc1ccc(Br)o1)NC1CCCCC1	-8.3
CC1CCN(Cc2nnnn2CCCC(=O)NC2CCOC2)CC1 (stereo unspecified)	-1.3
Cc1cccc(NC=c2c(C)c(C#N)c3nc4ccccc4n3c2=O)c1	20.0
CC(C)(C)OC(=O)N1CCC(NCc2ccc(Cl)o2)CC1	-7.0
O=C(CN1CCc2ccccc2C1)NCC1CCN(c2ccccc2)C1 (stereo unspecified)	-4.6
C1CCc2c(c(N3CCOCC3)nc3sc4c(N5CCNCC5)nnnc4c23)C1	-19.0

# New compounds follow
SMILES	mcGAS RapidFire
Cc1ccc(CN2CCC=C(CCNC(=O)N3CCOCC3)C2)cc1	-16.6
CC(C)C(=O)Nc1ccccc1CN(C)C(=O)c1cccs1	-7.6
N#Cc1c(N)sc2c1CCCCC2	-9.7
CNc1snc(C)c1C(=O)OCC(=O)NC1CCC(C)CC1 (stereo unspecified)	-5.7
NC(N)=NN=Cc1ccc(-c2ccccc2)cc1	-2.6
Cc1nc(C)n(CCNC(=O)CCC2CCCCN2C)n1 (stereo unspecified)	6.5
CC(NC(=O)Nc1ccccn1)c1ccc(C(F)(F)F)cc1 (stereo unspecified)	-7.3
Brc1ccc(Cn2c(-c3ccc(Br)o3)nc3ccccc32)o1	-13.6

# Continuation:
SMILES	mcGAS RapidFire
CN(Cc1ccccc1Cl)S(=O)(=O)c1ccc(S(N)(=O)=O)cc1	-5.5
CCc1nn2c(ncc3c(=O)n(-c4ccc5c(c4)OCCO5)ccc32)c1-c1ccc(F)cc1	-7.2
CCn1nnc2cc(C(=O)NC3CCCCC3C(F)(F)F)ccc21 (stereo unspecified)	-0.8
CCCNC(=O)/C(=C/c1ccsc1)c1nc2ccccc2[nH]1	-3.7
NCCc1csc2nc(-c3ccccc3)nn12	-24.8
Cc1cccn2c(CC(=O)N3CCc4nc(N)sc4C3)cnc12	-26.8
O=C(OC(c1ccccc1)c1ccncc1)c1c[nH]c(=O)c(Cl)c1 (stereo unspecified)	-6.7
CCN(CC(=O)Nc1cc(Cl)ccc1C)Cc1cc(C)ccc1OC	-1.1

# (list continues)
SMILES	mcGAS RapidFire
CN(Cc1ccccc1)CN1C(=O)c2cccc3cccc1c23	-19.5
Cc1cc(CN2CCN(Cn3c(=S)oc4ccccc43)CC2)no1	-18.0
N#CC(=Cc1c(-c2ccccc2)nc2sccn12)c1nc2ccccc2[nH]1	-6.9
O=C(CCc1nc2sc3c(c2c(=O)[nH]1)CCCC3)NC1CCCC1	5.1
COC(=O)c1ccc(COc2ccc(C=C3N=C(c4ccc(OC)cc4)OC3=O)cc2OC)cc1	-2.6
COc1ccc(Cl)cc1N1CCN(CC(=O)O)CC1	-0.7
CCCCN(CC)Cc1cccc(CN)c1	-10.8
CCOC(=O)C1=C(C)NC(=S)NC1c1ccc(OC(C)C(=O)N(C)C)c(OCC)c1 (stereo unspecified)	-11.4

# (more compounds)
SMILES	mcGAS RapidFire
COc1cccc(C2CCCN2C(=O)Nc2cccnc2OC)c1 (stereo unspecified)	-4.2
Cc1ccc(-c2noc(CCCN3CCN(S(=O)(=O)c4ccc([N+](=O)[O-])cc4)CC3)n2)cc1F	-3.2
CCc1nc(SCC(=O)NCc2ccc(Cl)cc2)n[nH]1	-3.7
Cc1cccc(NC(=O)CCC2CCN(C(=O)Cc3ccsc3)CC2)c1	-4.5&-1.6
Cc1ncccc1C(=O)N1CCCC(CNC(=O)C2(c3ccc(Cl)cc3)CC2)C1 (stereo unspecified)	-4.8&0.9
CC(Nc1ccc2c(c1)NC(=O)C(C)O2)C(=O)NC12CC3CC(CC(C3)C1)C2 (stereo unspecified)	-6.5
O=C(O)C=CC1=Cc2cc(Cl)ccc2OC1	-7.8
Cc1nc(C(=O)OCC2CN(CC(C)C)CCO2)c2ccccn12 (stereo unspecified)	-7.1

# (continued)
SMILES	mcGAS RapidFire
COc1cccc(-c2cc(C(=O)O)c3c(C)nn(C4CCS(=O)(=O)C4)c3n2)c1 (stereo unspecified)	-0.6
NC(=O)COC(=O)c1ccccc1Nc1cccc(C(F)(F)F)c1	0.5
Cc1cc(C(F)F)n2nc(C(=O)Nc3ccc(C#N)cc3)nc2n1	-0.3
O=C(CC12CC3CC(CC(C3)C1)C2)Nc1nn[nH]n1	1.4
O=C(O)CN1C(=O)/C(=C\c2ccncc2)SC1=S	-7.0
COC(F)(F)C(Cl)Cl	7.9
Clc1ccc(-c2cnccn2)cc1Cl	-8.1
COc1ccc(-c2noc(CCC(=O)N3CC(=O)Nc4ccccc43)n2)cc1	-9.0

# Later entries:
SMILES	mcGAS RapidFire
Cc1ccccc1-c1csc(C(O)(c2ccccc2)C(F)(F)F)n1 (stereo unspecified)	4.9
CCC(C(=O)C(C#N)c1nccn1CC(F)(F)F)c1ccccc1 (stereo unspecified)	-0.1
O=C(O)CN1CCCCCC1=O	15.9
O=C(OCc1cccnc1)c1ccc(S(=O)(=O)C(F)F)cc1	-0.9
c1cc2c(cc1C1=NNC(=NC3CC3)SC1)OCCCO2	1.5
Cn1c(=O)[nH]c(=O)c2c1nc(N1CCN(Cc3ccc(F)cc3)CC1)n2Cc1ccc(F)cc1	-5.8
Cc1cccc(Cc2cnc(NC(=O)c3cccnc3)s2)c1Cl	-15.9
CC1C(=O)N(C)CCN1Cc1ccc(OCC(=O)N2CCCCC2)cc1 (stereo unspecified)	-8.6

# Following part.
SMILES	mcGAS RapidFire
CC1=CC[C@@H]2CN(C(=O)c3cccc(S(C)(=O)=O)c3)C[C@@H]2C1	8.3
Cn1ncnc1NC(=O)Cc1cccc(Cl)c1	14.1
O=C(CCc1ccccn1)NC1CCCN(CCc2ccccc2)C1 (stereo unspecified)	1.0
O=C(Nc1nc2c(s1)CCCC2)c1cccs1	-7.7
C=CCc1ccccc1OCCN(C)C(=O)C(C)C	-27.6
COC(=O)c1ccc(NC(=O)CCc2c(C)nn(-c3nc(C)cc(=O)[nH]3)c2C)cc1	-3.2
COc1ccc(-c2cc(=O)c3c(OC)c(OC)c(OC)c(OC)c3o2)cc1OC	-6.2&-1.2
O=C(CCCc1cccs1)NC1CC(=O)N(Cc2ccccc2Cl)C1 (stereo unspecified)	-2.8

# Further entries
SMILES	mcGAS RapidFire
Cc1cnc(NC(=O)c2cc(S(=O)(=O)NCC(C)C)ccc2Br)s1	-11.9
Cc1occc1CNC(=O)c1c(C(F)(F)F)nn(C)c1C(F)(F)F	8.4
CN(C)c1ccc(C(=O)NCCn2ncccc2=O)cc1	-5.4
Cc1ccc(C)c(CS(=O)C(C)C(=O)Nc2ccc(Cl)cc2C(F)(F)F)c1 (stereo unspecified)	-2.2
Fc1ccc(Cc2nc3n(n2)N=C(c2ccc(Cl)cc2)CS3)cc1	0.3
CNc1ccc(-c2ccc(OC)nc2)cn1	-3.1
COc1ccccc1CCNC(=O)C1CCC(c2cccc(C)c2)N(C(=O)C2CC2)C1 (stereo unspecified)	-6.0
CC(C)c1noc(OCC(=O)NCC(F)(F)F)n1	2.8

# Next part:
SMILES	mcGAS RapidFire
O=C1CC(NS(=O)(=O)N2CCCCC2)CN1CCc1ccc(F)cc1 (stereo unspecified)	-3.0
CN1CC2(CCCN(C(=O)CCc3nc(Cl)n[nH]3)CC2)OC1=O (stereo unspecified)	-16.5
C=CCCC(=O)N1CCCC1C(=O)Nc1cccc(-n2cccn2)c1 (stereo unspecified)	-8.1
Cc1nc(=O)c2ccccc2n1C1=CCN(Cc2ccccc2)CC1	7.5
CCCC(C)NC(=O)c1ccccc1-c1ncc(-c2ccccc2F)o1 (stereo unspecified)	2.9
COc1ccc(Cn2cc(C(=O)N3CCN(C/C=C/c4ccccc4)CC3)nn2)cc1	5.7
NNc1nc2c(c(=O)[nH]1)C1(CCCC1)Cc1ccccc1-2	-15.1
O=C(c1cccc(Cl)c1)C1CCCN(S(=O)(=O)c2cccc3cccnc23)C1 (stereo unspecified)	-1.6

# Next section.
SMILES	mcGAS RapidFire
O=C(CC1Sc2ccccc2NC1=O)NCCCCOc1ccccc1 (stereo unspecified)	-2.4
C=CCNCc1csc(COc2cccc(C)c2C)n1	-9.1
Cn1c(=O)n(C)c2cc(Cn3ccnc3-c3ccc(CO)o3)ccc21	-8.1
O=C(CCC(=O)c1cccs1)OCC(=O)C12CC3CC(CC(C3)C1)C2	41.9
CCOC(=O)C1(Cc2cccc(OC)c2)CCCN(Cc2cccn2-c2nccs2)C1 (stereo unspecified)	-5.4
Cc1ccc(NC(=O)N(CCCN2CCOCC2)C2CCS(=O)(=O)C2)cc1 (stereo unspecified)	8.5
O=C(NCCn1ncccc1=O)c1cccc(F)c1	3.0
COc1ccccc1Nc1ncccc1C(=O)N1CC(C)OC(C)C1 (stereo unspecified)	4.9

# Following part.
SMILES	mcGAS RapidFire
Cc1cc(C)c(NC(=O)CN(C)C(C)c2nc3ccccc3s2)c(C)c1 (stereo unspecified)	11.3
Cn1ccc2cc(-c3ccc(Cl)c(Cl)c3)cnc21	-0.9
CC(CCc1ccco1)NC(=O)c1cccc(S(=O)(=O)N(C)C)c1 (stereo unspecified)	-2.6
CCOC(=O)c1c(C)[nH]c(C(=O)OCc2c(C)noc2C)c1C	1.4
COC(=O)c1sccc1S(=O)(=O)N[C@@H]1CC[C@@H](N)C1	-0.1
Cc1noc2ncc(C(=O)NCC(C(C)C)N3CCCCCC3)cc12 (stereo unspecified)	-7.1
O=C(Nc1ccccc1)Nc1nc(C23CC4CC(CC(C4)C2)C3)cs1	-1.6
CC1CCC2(CC1)NC(=O)N(NC(=O)CSc1nnnn1C1CC1)C2=O (stereo unspecified)	-6.5

# These rows are one share of the data, so the mix of outcomes need not match the whole.
